S1P4 agonist: human S1P4 receptor agonism. activation, % at 4.98 µM. AID 1509. actives 0.35% (n = 220,000). O95977. S1P4-expressing cell line, agonist reporter assay; in the data active = activation above about 11%;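 also: 0% = DMSO vehicle and 100% = reference agonist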
NPY-Y2 PAM-ag: potentiates or activates human NPY-Y2 receptor; P49146; cells expressing NPY-Y2, potentiator/agonist read-out; activation, % at 3.6 µM; actives 0.45% (n = 220,000); in the data active = activation above about 27%;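 also: cells stimulated with NPY near EC25 plus isoproterenol at EC100; 0% = vehicle plus submaximal agonist and 100% = vehicle plus saturating agonist; some results beyond the cut were filed as inactive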
Target sequence (P49146 whole entry, looked up): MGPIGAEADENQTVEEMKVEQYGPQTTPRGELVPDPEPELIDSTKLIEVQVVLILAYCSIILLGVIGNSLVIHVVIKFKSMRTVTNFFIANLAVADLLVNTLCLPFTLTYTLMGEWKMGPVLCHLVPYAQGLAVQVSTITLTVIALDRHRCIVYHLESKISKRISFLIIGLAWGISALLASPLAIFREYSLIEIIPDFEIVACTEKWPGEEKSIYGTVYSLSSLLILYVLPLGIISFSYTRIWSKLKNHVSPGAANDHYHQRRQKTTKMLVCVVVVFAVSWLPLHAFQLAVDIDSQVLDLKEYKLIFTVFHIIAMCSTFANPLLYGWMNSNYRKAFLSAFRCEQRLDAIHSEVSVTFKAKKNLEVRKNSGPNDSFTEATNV
BaF3 tox: reduces parental Ba/F3 cell viability, JAK2V617F counter-screen; CellTiter-Glo ATP luminescence; inhibition, % at 5.6 µM; actives 1.1% (n = 220,000); AID 1486;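 active = inhibition above a per-campaign cutoff, the mean inhibition of all tested compounds plus 3 SD, cut at about 27% in these data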;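 also: 0% = DMSO wells and 100% = JAK Inhibitor I control wells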
Runt-CBFb FRET: Runt domain-CBFb interaction inhibition | Q01196+Q13951 | Cerulean-Runt/Venus-CBFb FRET ratio 530/480, 1 h | inhibition, % at 20 µM | actives 0.46% (n = 220,000) | AID 1496;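 active = inhibition over about 50% at 20 µM in the single-dose screen, limit read from the data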;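 also: 0% = DMSO wells and 100% = excess unlabeled CBFb competitor control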
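Doses: 20 µM compound in 1% DMSO | Material: Cerulean-labeled Runt domain protein | Amount: Each fluorescent fusion protein 100 nM | Schedule: Two 1 h room-temperature incubations shielded from light | Measured by: FRET fluorescence | Evaluation: Loss of energy transfer signal | Controls: Unlabeled CBFb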
NPY Y1 blocker: antagonists of human neuropeptide Y receptor Y1. actives 1% (n = 200,000). AID 1040. HEK293-CNG Y1 cells, membrane potential fluorescence; NPY at EC95, then isoproterenol. P25929. inhibition, % at 3.6 µM;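 active = inhibition above the campaign mean inhibition of all tested compounds plus 3 SD, cut at about 20% in these data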;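 also: 0% = DMSO wells given NPY plus isoproterenol and 100% = isoproterenol alone without NPY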
Target sequence (P25929 whole entry, looked up): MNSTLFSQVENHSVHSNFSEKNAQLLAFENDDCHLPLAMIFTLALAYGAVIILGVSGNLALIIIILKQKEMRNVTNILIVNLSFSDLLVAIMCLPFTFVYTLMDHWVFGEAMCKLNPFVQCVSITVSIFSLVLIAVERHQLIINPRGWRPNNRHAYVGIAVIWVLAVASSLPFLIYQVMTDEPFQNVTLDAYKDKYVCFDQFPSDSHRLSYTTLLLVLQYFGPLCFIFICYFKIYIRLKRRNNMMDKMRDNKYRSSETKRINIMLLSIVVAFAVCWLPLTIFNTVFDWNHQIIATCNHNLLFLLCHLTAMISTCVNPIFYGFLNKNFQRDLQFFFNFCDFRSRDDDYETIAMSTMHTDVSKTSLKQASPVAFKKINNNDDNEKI
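Test system – HEK293 Y1/CNG channel cell line · Also added – NPY agonist 25 nM, then isoproterenol 1 µM plus Ro 20-1724 25 µM · Compound dosing – one concentration, 3.6 µM, in 0.4% DMSO · Schedule – compound incubation 1 h at room temperature, readout 45 min post-stimulation · Technique – fluorescence, membrane potential probe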
Ba/F3 V617F tox: lowers viability of Ba/F3 cells expressing EpoR and JAK2V617F; inhibition, % at 5.6 µM; ATP luminescence; actives 1.1% (n = 220,000);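 active = inhibition above the campaign mean plus 3 SD over all tested compounds, cut at about 24% in these data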;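 also: cytokine-independent growth of Ba/F3 cells driven by EpoR plus mutant JAK2; 0% = DMSO-treated cells and 100% = JAK inhibitor I control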
RBBP9 inh: human RBBP9 hydrolase inhibition. O75884. recombinant RBBP9, FP-Rh probe fluorescence polarization. inhibition, % at 7.94 µM. actives 0.2% (n = 220,000). AID 1515;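 active = inhibition above the campaign mean of all tested compounds plus 3 SD, cut at about 14% in these data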;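 also: plate controls were DMSO wells with RBBP9 for no effect and wells lacking RBBP9 protein for full effect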
Target sequence (O75884 whole entry, looked up): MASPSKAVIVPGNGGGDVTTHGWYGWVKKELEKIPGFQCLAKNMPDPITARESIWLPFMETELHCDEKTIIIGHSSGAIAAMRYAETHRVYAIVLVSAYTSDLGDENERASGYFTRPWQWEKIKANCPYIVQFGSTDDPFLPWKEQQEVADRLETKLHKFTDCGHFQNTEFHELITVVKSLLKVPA
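System: RBBP9 protein | Quantity: 2.5 µM RBBP9 dispensing solution, before mixing | Reagent: FP-Rh probe, 375 nM dispensing solution | Timing: Enzyme-compound preincubation 30 min, then probe labeling 45 min, 25 °C | Measured by: Fluorescence polarization | Read-out: % inhibition | Replication: One well per compound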
NPY1 pot ag: human NPY-Y1 potentiation or agonism, primary screen; P25929; NPY-Y1 expressing cells, potentiator/agonist activation; activation, % at 3.6 µM; actives 0.37% (n = 220,000); in the data active = activation above about 33%, passing the limit was not always enough;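 also: cells stimulated with NPY at EC10 then isoproterenol at EC100; 0% = low agonist plus stimulus and 100% = saturating agonist plus stimulus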
S1P4 antagonist: blocks the human S1P4 receptor. O95977. S1P4-expressing cells, antagonist mode, reporter read-out. inhibition, % at 4.98 µM. actives 0.26% (n = 220,000). AID 1510; in the data active = inhibition above about 29%;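 also: 0% = wells stimulated with agonist and 100% = vehicle wells without agonist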
The depositor's hits bear a star; / = no result given.

no.	molecule	S1P4 agonist	NPY-Y2 PAM-ag	BaF3 tox	Runt-CBFb FRET	NPY Y1 blocker	Ba/F3 V617F tox	RBBP9 inh	NPY1 pot ag	S1P4 antagonist
1	O=C(COC(=O)c1ccc(Cl)c([N+](=O)[O-])c1)Nc1ccccc1OC(F)F	1.1	3.8	8.7	-1.6	5.0	0.0	-5.3	-11.7	-24.8
2	CCOC(=O)c1c(C2CC2)csc1NC(=O)COC(=O)CCS(=O)(=O)c1ccc(C)cc1	-0.8	10.4	0.2	-2.1	-0.5	-2.1	-7.2	3.9	-12.2
3	Oc1ccccc1-c1nnc(COc2ccccc2)o1	0.2	-9.4	4.5	1.5	7.3	-4.3	-8.2	-21.8	-10.3
4	Cc1ccc(F)cc1NC(=O)c1cccc2nccnc12	-3.6	1.4	0.6	-1.7	0.1	-1.6	-4.8	9.5	4.2
5	CCN(CC)CCN(CC(=O)N(C1CCCCC1)C1CCCCC1)C(=O)c1ccco1	0.4	-13.7	3.1	-0.8	12.6	-3.5	-7.0	-15.0	4.5
6	O=C(O)CCCCNS(=O)(=O)/C=C/c1ccccc1	-0.9	11.5	4.5	-1.3	1.2	-2.1	-2.8	-15.2	-3.5
7	CCOC(=O)c1c(COC(=O)c2ccco2)nc2ccccc2[n+]1[O-]	-0.2	-2.3	5.4	-0.8	0.1	1.2	-8.9	-5.5	-27.3
8	O=C(Oc1ccc2ccc(O)cc2c1)C1CCCCC1	2.2	-11.9	6.7	3.0	-1.9	-1.0	-0.7	-1.8	-8.4
9	Clc1ccc2oc(-c3cccnc3)nc2c1	0.7	-1.9	6.5	-17.7	1.1	-0.5	-9.6	5.0	-19.0
10	Cc1nn(C)c(C)c1NC(=O)CCl	0.3	-9.6	-1.3	-1.3	0.8	2.0	-1.0	14.6	3.3
11	Cc1ccc(NC(=O)CN(C)Cc2nc3c(Br)cc(Br)cc3c(=O)[nH]2)cc1	0.9	9.1	7.3	-6.5	4.3	0.6	-3.7	10.7	-8.7
12	O=C(Nc1nc(=O)c2ccccc2s1)c1ccc(F)cc1	-1.4	4.1	3.4	30.7	-2.6	4.8	7.2	-11.4	3.9
13	COc1cccc(CN2CCN(C(=O)c3cc(-c4cccnc4)nc4ccc(C)cc34)CC2)c1	1.5	1.0	0.7	-4.6	-6.7	0.8	-2.5	-1.4	-4.7
14	O=C(NC1CCCC1)c1cccc(Cn2cc([N+](=O)[O-])cn2)c1	-1.0	2.5	8.3	1.6	-5.8	1.1	-4.5	-7.8	-7.2
15	CCOC(=O)c1c(N)nn(C(=O)c2ccccc2F)c1-c1ccc(OC)cc1	-0.4	-12.7	0.2	-1.4	-3.2	-1.7	-1.5	-1.1	7.5
16	CCN(Cc1ccccc1)c1ccc(/C=N/NC(=S)NC(C)C)cc1	-0.5	15.6	5.8	19.0	5.8	-0.5	-3.3	-13.0	-8.9
17	Fc1ccc(CSc2nnc(Cc3sc(-c4ccccc4)nc3-c3ccccc3)o2)cc1	1.2	5.5	4.8	0.7	3.5	1.0	-4.8	-2.1	-6.7
18	Cc1ccc(N2CC(=O)N(NC(=O)CN3CCN(c4ccccc4)CC3)CC2=O)cc1	0.8	10.6	2.6	-0.1	/	-0.4	-6.9	-11.3	-4.0
19	CC(C)C1Cc2c(sc3[nH]c(=S)n(Cc4ccccc4)c(=O)c23)CO1 (configuration not stated)	1.5	-28.1	5.2	2.3	-3.3	-1.9	3.3	-21.0	-17.0
20	C=C(C)CNC(=O)c1ccc(OC2CCN(S(=O)(=O)N(C)C)CC2)cc1	3.1	-1.0	4.2	0.2	1.1	-0.4	-4.4	2.1	-6.6

Ordered by number of heavy atoms (largest number first): 3 of the compounds above
no.	molecule	S1P4 agonist	NPY-Y2 PAM-ag	BaF3 tox	Runt-CBFb FRET	NPY Y1 blocker	Ba/F3 V617F tox	RBBP9 inh	NPY1 pot ag	S1P4 antagonist
17	Fc1ccc(CSc2nnc(Cc3sc(-c4ccccc4)nc3-c3ccccc3)o2)cc1	1.2	5.5	4.8	0.7	3.5	1.0	-4.8	-2.1	-6.7
8	O=C(Oc1ccc2ccc(O)cc2c1)C1CCCCC1	2.2	-11.9	6.7	3.0	-1.9	-1.0	-0.7	-1.8	-8.4
10	Cc1nn(C)c(C)c1NC(=O)CCl	0.3	-9.6	-1.3	-1.3	0.8	2.0	-1.0	14.6	3.3

More results follow.
no.	molecule	S1P4 agonist	NPY-Y2 PAM-ag	BaF3 tox	Runt-CBFb FRET	NPY Y1 blocker	Ba/F3 V617F tox	RBBP9 inh	NPY1 pot ag	S1P4 antagonist
21	CN1C(=O)C(=C2CCCCCC2)SC1=S	-1.8	2.5	3.6	1.0	-2.4	-3.1	2.7	6.4	-9.3
22	Cn1cc(CN2CCN(c3cnccn3)CC2)c(-c2cccc(Cl)c2)n1	1.4	-0.1	-0.7	-0.6	15.2	0.8	-7.1	2.2	-18.9
23	CCOC(=O)c1[nH]c(C)c(C(=O)Nc2cccc(Cl)c2C)c1C	0.9	6.2	11.3	-1.2	1.9	-0.7	-8.8	14.4	-15.2
24	Cc1ccc(N(CC(=O)N/N=C/c2cccs2)S(C)(=O)=O)cc1	0.7	8.2	5.1	1.2	-4.6	-1.7	-6.9	3.2	-4.2
25	CC(=O)Nc1ccc(NC(=O)C23CC4CC(C2)CC(n2cnc(Br)n2)(C4)C3)cc1	-0.3	0.8	-1.9	0.3	4.7	-3.0	-1.2	-10.2	-8.1
26	Cc1ccc2cccc(N=Cc3c(C)[nH]n(-c4ccccc4)c3=O)c2n1	-1.0	-11.1	5.3	-9.2	8.6	-3.7	-2.1	-26.9	-24.1
27	COc1cc(-c2nnc(COc3ccc4cc(Br)ccc4c3)o2)cc(OC)c1OC	-1.6	-0.7	5.0	-6.2	-0.2	-2.0	-8.4	-10.4	1.0
28	CCN(CC(=O)NC)S(=O)(=O)c1ccc(C)cc1	-1.9	4.9	0.4	1.1	-0.7	-2.8	-9.4	15.0	-14.0
29	CCSc1ncc(C#N)c(N)n1	0.2	-1.4	3.9	1.3	0.0	1.2	-10.7	-4.5	-16.8
30	CCc1nnc(NC(=O)CSc2nnc(Cc3ccccc3)n2Cc2ccccc2)s1	-0.9	-5.2	0.0	-3.1	-5.9	0.1	-0.9	1.3	2.3
31	COCCCN=Cc1c(C)[nH]n(-c2ccc(Br)c(C)c2)c1=O	1.1	13.5	6.8	0.1	3.1	4.8	-12.7	2.5	-5.0
32	Oc1ccc(Cl)cc1C=Nc1ccc2c3c(cccc13)CC2	0.2	6.6	2.6	-17.1	0.5	-0.3	-9.7	-8.0	-7.1
33	Cc1onc(-c2ccccc2)c1C(=O)O/N=C(\N)c1ccc([N+](=O)[O-])o1	2.7	-6.5	-0.8	-0.1	/	1.6	-0.2	2.2	6.8
34	O=C(/C=C/c1ccccc1)N/C(=C/c1ccccc1)C(=O)Nc1ccc(C(=O)O)cc1	-0.6	1.4	2.2	0.9	-1.4	-1.5	-0.3	13.1	-16.6
35	COc1ccccc1Oc1coc2c(CN3CCOCC3)c(O)ccc2c1=O	-1.3	-4.8	-3.2	0.2	/	0.9	-3.0	-5.5	-1.5
36	CC(C)(C)c1ccc(S(=O)(=O)CC(O)CSc2nc3c(cc2C#N)CCCC3)cc1 (configuration not stated)	0.3	-31.6	-3.4	-2.6	0.5	-2.7	-11.1	-21.3	-11.4
37	CCN(C(=O)CSc1nnc(-c2ccccc2)o1)c1c(N)n(Cc2ccccc2)c(=O)[nH]c1=O	-1.1	-5.7	6.8	-1.9	0.0	1.0	0.1	-2.0	-18.3
38	CCCN1CCc2c(sc(NC(=S)NC(=O)c3ccccc3)c2C#N)C1	0.8	-5.7	5.3	3.1	2.8	4.2	-7.2	-6.8	-2.2
39	S=C(Nc1ccccc1)N(Cc1ccccc1)Cc1ccncc1	0.0	-3.9	5.3	3.5	4.0	-2.6	-2.9	7.1	2.3
40	CC(=O)Nc1c(C(=O)N2CCCCCC2)cnn1-c1ccccc1Cl	2.5	14.4	1.9	1.3	-3.2	-1.6	-6.1	2.7	-26.7
41	CC(/C=C/c1ccccc1)=N/NC(=O)c1cccc(Br)c1	-0.9	0.8	3.6	0.6	-5.4	-2.0	-8.0	16.9	-9.9
42	CCCCNc1c(N2CCN(C(=O)OCC)CC2)c(=O)c1=O	-2.5	-2.4	4.6	1.7	9.0	1.9	-4.7	6.8	-1.3
43	C/C(=N\NC(=O)Cc1cccn1C)c1cccs1	0.2	9.1	1.8	0.5	-2.5	-3.3	-2.0	11.1	-21.2
44	CCCC(=O)Nc1cccc(-c2nc3ccccc3c(=O)o2)c1	2.0	3.6	4.9	0.4	-1.6	6.0	-9.4	3.6	-9.0
45	O=C(Nc1nc(SCc2ccc(F)cc2)ns1)c1ccco1	-0.9	-2.9	4.2	-1.2	5.3	-2.4	4.6	-15.5	9.2
46	O=S(=O)(Nc1nc2ccccc2nc1NCc1ccco1)c1ccccc1	1.3	-10.6	8.2	0.8	-1.2	2.7	3.9	5.7	7.9
47	Cc1ccc(NC(=O)c2ccccc2OCc2ccc([N+](=O)[O-])cc2)nc1	-0.8	-21.5	7.8	-1.7	4.6	1.1	0.1	5.0	-2.1
48	CCN(CC)c1ccc(C2C(C(=O)OCCOC)=C(C)NC3=C2C(=O)CCC3)cc1 (configuration not stated)	0.5	5.2	3.3	8.8	5.9	2.3	-6.7	-5.7	6.7
49	CC(c1ccccc1)c1nnc(NC(=O)c2ccc3c(c2)OCO3)s1 (configuration not stated)	0.9	-14.7	3.1	3.8	/	-6.9	-2.8	11.5	6.9
50	CCOCCc1nnc(NC(=O)C(CC)c2ccccc2)s1 (configuration not stated)	-1.0	-13.2	7.0	-0.2	9.2	1.9	-0.8	17.9	-6.9
51	CCN(CC)c1ccc(NC(=O)c2ccc3c(c2)c(C)c(C)n3C)cc1	-0.4	6.5	-2.2	-0.3	3.5	-1.3	30.0*	16.0	0.6
52	CCN(CC)c1nc(=S)nc(NC(C)(C)C)[nH]1	0.8	2.3	-2.5	-2.9	2.4	-1.8	-8.0	12.1	-12.6
53	O=C(CSc1cccc[n+]1[O-])Nc1ccc(C(F)(F)F)cc1[N+](=O)[O-]	1.1	8.0	-0.9	1.1	-1.0	-2.1	2.9	-1.2	-4.0
54	CCc1cc(C(=O)c2ccccc2OC)c(N)s1	0.9	-1.8	0.8	-1.1	-8.0	-3.3	1.2	26.7	1.7
55	CC(=O)n1cc([C@H]2C=C(C(=O)N3CCN(Cc4ccccc4)CC3)O[C@@H](OCc3ccc(CO)cc3)C2)c2ccccc21	0.0	-5.8	1.8	0.8	-4.9	1.6	-10.9	9.0	-11.0
56	COC(=O)c1ccc(C)c(NC(=O)CN(c2ccccc2)S(=O)(=O)N(C)C)c1	-1.8	-9.6	5.8	-1.4	-2.6	6.0	0.5	4.1	4.9
57	CCOC(=O)N1CCC(N(CCN(C)C)C(=S)Nc2ccccc2C)CC1	-1.7	-3.7	1.8	3.6	0.6	-2.7	-0.1	-2.6	-6.6
58	CN(c1cccc(NC(=O)CN(c2ccc(C34CC5CC(CC(C5)C3)C4)cc2)S(C)(=O)=O)c1)S(C)(=O)=O	-0.7	18.7	5.3	-3.1	-5.3	3.4	-27.4	17.9	13.8

From PubChem
